GLS inh = qHTS for Inhibitors of Glutaminase (GLS); Glutaminase kidney isoform, mitochondrial (Homo sapiens), O94925; GLS enzymatic activity, qHTS titration; Potency, µM (series often up to 45.5 µM), for inactives: top-dose activity change, negative = inhibition, usual class: inhibitors; 410,000 tested, 0.21% active; AID 624170, 2012; also: potency is read from the fitted curve at half-maximal effect; % is scaled to controls: 0 for no effect and ±100 for the full control effect
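Enzyme dispensed in phosphate buffer (45 mM, pH 8.2, 0.02% Tween-20), compounds pinned in, then 1 mM L-glutamine solution and the glutamate oxidase–HRP–Amplex Red mix added; fluorescence read immediately and again after 30 min at room temperature.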
USP1-UAF1 inh = Inhibitors of USP1/UAF1: Primary Screen; recombinant USP1/UAF1, Ub-Rhodamine cleavage fluorescence; Potency, µM (top dose mostly 57.1 µM), inactives show top-dose activity change, negative = inhibition, most hits filed as inhibitors; 390,000 tested, 0.23% active; AID 743255, 2014; also: potency is read from the fitted curve at half-maximal effect; % is scaled to controls: 0 for no effect and ±100 for the full control effect; nearly all actives have a fitted effect of over 60% in size; inactives centre near -12
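Step one: compound is pinned into 1nM USP1/UAF1 in HEPES pH 7.8 buffer with TCEP. Step two: 15 min room-temperature incubation. Step three: Ub-Rho (150nM final) starts cleavage, tracked by fluorescence over six one-minute reads.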
TrxR1 inh = qHTS Assay for Inhibitors of Mammalian Selenoprotein Thioredoxin Reductase 1 (TrxR1): qHTS. 390,000 tested, 1% active. recombinant rTrxR1, NADPH fluorescence consumption, selenite substrate. Thioredoxin reductase 1, cytoplasmic (Rattus norvegicus), O89049. Potency, µM (series often up to 114 µM), inactives show at the highest dose activity change, negative = inhibition, most hits filed as inhibitors; also: potency is read from the fitted curve at half-maximal effect; % is scaled to controls: 0 for no effect and ±100 for the full control effect; nearly all actives have a fitted effect of over 65% in size
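Rat TrxR1 (90 nM in the dispensed reagent) was pre-reduced with 400 uM NADPH for 5 min at room temperature, then incubated with compound for 15 min. After 400 uM selenite was added, NADPH fluorescence (Ex 340/Em 450 nm) was followed for 8 min.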
mIDH1 inhibitor = qHTS for Inhibitors of mutant isocitrate dehydrogenase 1 (IDH1): qHTS. AID 602179, 2012. Isocitrate dehydrogenase [NADP] cytoplasmic (Homo sapiens), O75874. IDH1-R132H enzyme, NADPH consumption, diaphorase/resazurin fluorescence. Potency, µM (top dose mostly 76.6 µM), for inactives: at the top dose activity change, negative = inhibition, hits mostly inhibitors. 390,000 tested, 0.093% active; also: potency is read from the fitted curve at half-maximal effect; % is scaled to controls: 0 for no effect and ±100 for the full control effect; nearly all actives have a fitted effect of over 65% in size
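IDH1-R132H (0.5 ug/mL dispensed) in pH 7.5 Tris buffer was preincubated 30 min with compound, then given a substrate mix of 0.016 mM NADPH and 2 mM alpha-KG for 80 min at room temperature; remaining NADPH was read by diaphorase/resazurin fluorescence.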
PI4K2A inh = qHTS for small molecular inhibitors of PI4K2A. activity change, negative = inhibition, % at 76.9 µM. 420,000 tested, 0.13% active. purified PI4K2A, ADP-Glo luminescence, 1 h; hits give low values; in the data active = activity change below about -50%; inconclusive = mostly about -30% to -49%;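 also: -100% = wells without enzyme as full effect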
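ADP-Glo luminescence measured ADP generated by PI4K2A enzyme (4 ug/mL before mixing) with 1.2 mM PI substrate (pre-mix) and 300 microM ATP (pre-mix). Tris pH7.5 buffer with MgCl2, Triton X-100; 1 h reaction at ambient temperature.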
TrxR1 substrate = qHTS Assay for Substrates of Mammalian Selenoprotein Thioredoxin Reductase 1 (TrxR1): qHTS | Thioredoxin reductase 1, cytoplasmic (Rattus norvegicus), O89049 | purified TrxR1 substrate turnover, NADPH consumption readout | Potency, µM (titrated, usually from 114 µM), without a hit: top-dose activity change, negative = substrate turnover | 390,000 tested, 0.01% active | AID 588456, 2011; also: potency is read from the fitted curve at half-maximal effect; % is scaled to controls: 0 for no effect and ±100 for the full control effect; nearly all actives have a fitted effect of over 50% in size
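Rat TrxR1, dispensed at 90 nM, was prereduced with 400 uM NADPH (final) for 5 min at ~22 deg C, then incubated with compound 15 min before 400 uM selenite. A first-read NADPH fluorescence drop versus no-compound background flagged substrates.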
Pin1 inhibitor = qHTS Assay to Find Inhibitors of Pin1; Pin1 FP peptide displacement, HiFluor488, 10 min; AID 504891, 2011; 390,000 tested, 0.009% active; Potency, µM (doses to about 115 µM), for the others: top-dose activity, negative = inhibition, usual class: inhibitors; Peptidyl-prolyl cis-trans isomerase NIMA-interacting 1 (Homo sapiens), Q13526; active = well fitted inhibition curve with a large enough effect in the polarisation, with a control signal flat, not every such curve was filed as active; inconclusive = small, poorly fitted or top-dose-only effect, or effect the other way, or a change in a side signal; inactive = no such curve, though single readings can be large or run the other way; the % refers to the polarisation; also: potency is read from the fitted curve at half-maximal effect; % is scaled to controls: 0 for no effect and ±100 for the full control effect
Target sequence (Q13526 whole entry, looked up): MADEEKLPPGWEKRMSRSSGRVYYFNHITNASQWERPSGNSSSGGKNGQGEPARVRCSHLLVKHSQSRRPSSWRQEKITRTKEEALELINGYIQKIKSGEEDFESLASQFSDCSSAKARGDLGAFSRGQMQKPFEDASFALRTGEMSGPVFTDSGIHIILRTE
PGK inhibitor = qHTS Assay to Find Inhibitors of Phosphoglycerate Kinase; 380,000 tested, 0.043% active; Potency, µM (top dose mostly 57.5 µM), without a hit: at the highest dose activity change, negative = inhibition, usual class: inhibitors; Phosphoglycerate kinase, glycosomal (Trypanosoma brucei brucei), P07378; PGK/GAPDH coupled, Kinase-Glo luminescence, 60 min; also: potency is read from the fitted curve at half-maximal effect; % is scaled to controls: 0 for no effect and ±100 for the full control effect; nearly all actives have a fitted effect of over 60% in size
Target sequence (P07378 whole entry, looked up): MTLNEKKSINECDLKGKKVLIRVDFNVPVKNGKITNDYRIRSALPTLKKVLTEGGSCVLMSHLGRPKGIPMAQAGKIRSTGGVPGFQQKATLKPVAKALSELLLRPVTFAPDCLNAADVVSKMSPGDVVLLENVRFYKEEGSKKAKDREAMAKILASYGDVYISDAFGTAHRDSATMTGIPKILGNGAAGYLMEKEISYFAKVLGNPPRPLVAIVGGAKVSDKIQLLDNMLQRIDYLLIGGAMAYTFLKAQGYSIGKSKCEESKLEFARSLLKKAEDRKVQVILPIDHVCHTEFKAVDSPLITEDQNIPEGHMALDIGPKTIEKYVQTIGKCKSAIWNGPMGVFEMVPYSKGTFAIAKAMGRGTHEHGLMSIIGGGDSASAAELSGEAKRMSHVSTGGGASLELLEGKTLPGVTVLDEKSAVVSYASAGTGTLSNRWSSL
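Luminescent ATP detection (Kinase-Glo Plus) follows a 60-minute room-temperature incubation, with wells lacking PGK as controls. Buffer: 100 mM TEA (pH 7.6), 5 mM MgCl2, 0.01% Tween-20. Coupling enzyme GAPDH (100 nM final) supplies unstable 1,3-BPG in-well.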
HP1b chromo inh = HTS for Inhibitors of HP1-beta Chromodomain Interactions with Methylated Histone Tails; Chromobox protein homolog 1 (Homo sapiens), P83916; AlphaScreen HP1-beta / biotin-H3K9me3 peptide binding; Potency, µM (doses to about 114 µM), inactives show at the top dose activity change, negative = inhibition, most hits filed as inhibitors; 390,000 tested, 0.56% active; AID 540317, 2011; also: potency is read from the fitted curve at half-maximal effect; nearly all actives have a fitted effect of over 70% in size; inactives centre near 23
Target sequence (P83916 whole entry, looked up): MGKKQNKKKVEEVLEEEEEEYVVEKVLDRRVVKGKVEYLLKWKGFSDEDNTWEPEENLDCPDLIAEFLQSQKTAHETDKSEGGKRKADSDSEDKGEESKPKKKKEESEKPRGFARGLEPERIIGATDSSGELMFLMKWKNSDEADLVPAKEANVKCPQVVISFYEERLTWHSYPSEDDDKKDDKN
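HP1-beta protein (50 nM final) preincubated 30 min at room temperature with biotinylated H3(1-18)K9me3 peptide (50 nM) in PBS pH 7.4, 0.01% Tween-20, then compound added for 30 min. AlphaScreen streptavidin donor/nickel chelate acceptor beads (10 ug/mL final), 30 min dark, luminescence read.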
The depositor's hits bear a star; i = inactive; ? = inconclusive; nt = no result given; & = joins results of further samples; [ ] = dose if it differs, or a comment. Unless noted, calls follow the shape of the dose curve; as a rule, active = well fitted curve in the direction sought with a large enough effect; inconclusive = small, poorly fitted or top-dose-only effect, or another doubt; inactive = no such curve, though single readings can be large; an effect the other way counts as inactive or inconclusive. These rows are one share of the data. The share of hits here may be higher or lower than overall.

item	mol	GLS inh	USP1-UAF1 inh	TrxR1 inh	mIDH1 inhibitor	PI4K2A inh
1	CCc1cc2c(cc3c(=O)n(CC(=O)N4CCCCC4)ncn32)s1	5%	-21%	-3%	17%	-3
2	N/C(=N\OC(=O)Nc1cccc(C(F)(F)F)c1)c1ccno1	22%	-17%	31%	5%	-1
3	O=C(Nc1ccc(Oc2cccnc2)cc1)C1CCN(Cc2cccc(Cl)c2)CC1	5%	-10%	15%	3%	-1
4	O=C(O)c1cccnc1Br	1%	-14%	18%	7%	1
5	CCN(C(=O)CSc1nc2ccccc2c2nc(CCn3c(C)nc4ccccc43)nn12)c1cccc(C)c1	7%	-18%	15%[57.1 µM]	8%	-2
6	CN(C)N1C(N)=C(C#N)C(c2ccc(F)cc2)C2=C1CC(C)(C)CC2=O (centres undefined)	-5%	-17%	5%	1%	14
7	COc1cccc(NC(=S)N/N=C2\CC3CCC2(C)C3(C)C)c1 (centres undefined)	11%	-22%	-3%	9%	4
8	COc1ccc(NC2=CC(=O)CC(c3ccccc3)C2)cc1 (centres undefined)	1%	-14%	8%[57.1 µM]	8%	2

item	TrxR1 substrate	Pin1 inhibitor	PGK inhibitor	HP1b chromo inh
1	-4%	4%	-9%	58%[activator]
2	6%	5%	0%	61%[activator]
3	3%	2%	8%	12%
4	5%	1%	-3%	21%
5	8%[57.1 µM]	1%	-10%	23%
6	3%	0%	-1%	37%
7	1%	3%	i	-6%
8	7%[57.1 µM]	-2%	i	34%[activator]

Further entries
item	mol	GLS inh	USP1-UAF1 inh	TrxR1 inh	mIDH1 inhibitor	PI4K2A inh
9	COC(=O)C(C(=O)OC)c1ccc(N)cc1	1%	-12%	14%[57.1 µM]	2%	4
10	Cn1c(Cl)c(C(=O)Nc2ccc(Cl)cc2)c2ccccc21	5%	1%	-9%	-1%	5
11	CCCCn1c(-c2csc(C(C)C)c2)n[nH]c1=S	-19%	-5%	-9%	7%	4
12	O=C(CCNS(=O)(=O)c1ccccc1)N1CCN(c2ccccc2F)CC1	-4%	-8%	8%	2%	4
13	CCOC(=O)Cc1csc(NS(=O)(=O)c2ccccc2)n1	3%	-16%	10%[57.1 µM]	-4%	5
14	CC1(C)CC(=O)c2cn3c(nc2C1)nc1ccccc13	8%	1%	-8%	2%	2
15	CCOc1ccc(-c2nc3n(c(=O)c2C#N)CCCS3)cc1	3%	-14%	22%[57.1 µM]	-2%	-18
16	COc1ccc2cc(CN(Cc3cccs3)Cc3nnnn3Cc3ccccc3)c(=O)[nH]c2c1	0%	-9%	-4%	13%	-1

item	TrxR1 substrate	Pin1 inhibitor	PGK inhibitor	HP1b chromo inh
9	8%[57.1 µM]	-2%	-6%	22%
10	-6%	9%	3%	13%
11	-3%	1%	-4%	?
12	6%	0%	-4%	23%
13	7%[57.1 µM]	1%	-2%	18%
14	-8%	2%	-4%	67%[activator]
15	16%[57.1 µM]	16%	-3%	21%
16	5%	14%	-1%	3%

Continued:
item	mol	GLS inh	USP1-UAF1 inh	TrxR1 inh	mIDH1 inhibitor	PI4K2A inh
17	Cc1ccc(-n2c(C)c(C)c3c(NCCN(C)C)ncnc32)cc1	10%	-14%	17%	1%	0
18	O=C1CC(c2ccco2)CC(O)=C1C=NCC1NCCc2ccccc21 (centres undefined)	-3%	-22%	-19%[57.1 µM]	3%	?
19	O=C(c1cccc(S(=O)(=O)N2CCN(c3ccccc3)CC2)c1)N1CCCCCCC1	-1%	-19%	15%	2%	-7
20	CCOC(=O)Nc1cccc(NC(=O)c2cc(OC)cc(OC)c2)c1	0%	-10%	14%	2%	2
21	CNC(=O)c1c(C)noc1C	-3%	-8%	25%[57.1 µM]	6%	7
22	CC(C)c1ccc(Nc2cnn(C34CC5CC(CC(CC(=O)O)(C5)C3)C4)c(=O)c2Cl)cc1	6%	8%	5%	1%	2
23	CC(=O)Nc1ccc(NC(=O)c2sc3nc4c(c(-c5ccc(C)cc5)c3c2N)CCC4)cc1	-9%	-19%	21%	-3%	2
24	O=C(NCCN1CCN(C(=O)c2cccc(Br)c2)CC1)C(=O)NCc1ccccc1	1%	-4%	-17%	0%	-4

item	TrxR1 substrate	Pin1 inhibitor	PGK inhibitor	HP1b chromo inh
17	7%	-2%	-1%	-10%
18	-23%[11.4 µM]	?	-10%	13%
19	5%	18%	5%	9%
20	-6%[57.1 µM]	0%	-1%	21%
21	-6%	2%	i	35%[activator]
22	8%	6%	-7%	5%
23	62%[activator]	0%	-10%	20%
24	-11%	-4%	i	12%

Continued:
item	mol	GLS inh	USP1-UAF1 inh	TrxR1 inh	mIDH1 inhibitor	PI4K2A inh
25	Cc1ccc(Nc2nc(N)c([N+](=O)[O-])c(NCCO)n2)cc1	1%	-6%	?	-8%	1
26	CCC(C(=O)OC)n1cnc2c(nnn2-c2cccc(Cl)c2)c1=O (centres undefined)	-2%	-19%	1%[57.1 µM]	10%	-2
27	CCCCCN(C(=O)CCC(=O)OCC(=O)N(CC#N)c1ccccc1)c1c(N)n(CCCC)c(=O)[nH]c1=O	2%	-13%	-2%	0%	1
28	COC(=O)c1ccc(Nc2cc(C)nc3ncnn23)cc1	-2%	-20%	0%	-1%	-3
29	Cc1c(Cl)cccc1N1CCn2c1nc1c2c(=O)n(CC(=O)O)c(=O)n1C	1%	-21%	8%	-4%	-6
30	Cc1[nH]c2c(C)cccc2c(=O)c1CN1CCCCCC1	10%	-21%	6%	-3%	1
31	CCOc1ccc(N2C(=O)C3C4C=CC(CC4)C3C2=O)c([N+](=O)[O-])c1 (centres undefined)	-2%	-14%	14%[57.1 µM]	2%	2
32	COc1ccc(OC)c(C(=O)COC(=O)c2ccc(C)o2)c1	-8%	-5%	3%	-5%	-12

item	TrxR1 substrate	Pin1 inhibitor	PGK inhibitor	HP1b chromo inh
25	?	-1%	0%	28%
26	15%[57.1 µM]	1%	-9%	45%[activator]
27	-3%	1%	3%	11%
28	-6%	-7%	-3%	52%[activator]
29	-5%	4%	-6%	25%
30	2%	2%	nt	33%
31	-10%	2%	-7%	24%
32	-2%	0%	-6%	23%

Next part (2 carried over from the part before).
item	mol	GLS inh	USP1-UAF1 inh	TrxR1 inh	mIDH1 inhibitor	PI4K2A inh
31	CCOc1ccc(N2C(=O)C3C4C=CC(CC4)C3C2=O)c([N+](=O)[O-])c1 (centres undefined)	-2%	-14%	14%[57.1 µM]	2%	2
32	COc1ccc(OC)c(C(=O)COC(=O)c2ccc(C)o2)c1	-8%	-5%	3%	-5%	-12
33	Cc1ccccc1NNC(=O)C(=O)NNc1ccccc1C	32%[activator]	-1%	22%	-6%	4
34	COc1ccc(C(=O)Nc2ccc(-c3nnn(CC(=O)N4CCN(C(=O)c5ccco5)CC4)n3)cc2)cc1	2%	-22%	16%	9%	-7
35	COc1ccc(S(=O)(=O)c2c(O)c3ccc(C(=O)Nc4ccccc4)cc3[nH]c2=O)cc1	-11%&4%	-23%&2%	-17%	2%&14%	0&-5
36	Cc1ccc(NC(=O)CN(C)C(=O)COC(=O)C2=COCCO2)cc1	0%	-1%	-3%	0%	0
37	O=C(O)Cc1sc(NC2CCCCC2)nc1-c1ccc(Cl)cc1	-13%	-24%	-15%	0%	1
38	CCCN(C(=O)CSc1nnnn1-c1ccccc1OC)C1CCS(=O)(=O)C1 (centres undefined)	5%	-1%	8%	1%	-1
39	NNC(=O)C1CCN(S(=O)(=O)c2ccc(Cl)cc2)CC1	-8%	-30%	17%	2%	0
40	COc1ccc(Cl)cc1NC(=O)CCN1CCN(c2ccccc2C)CC1	22%	-21%	20%	-2%	-1

item	TrxR1 substrate	Pin1 inhibitor	PGK inhibitor	HP1b chromo inh
31	-10%	2%	-7%	24%
32	-2%	0%	-6%	23%
33	0%	-11%	1%	?
34	13%	15%	-8%	16%
35	-16%	3%&-4%	-11%&-8%	60%&37%[activator]
36	2%	-1%	11%	18%
37	-2%	?	-7%	-1%
38	-6%	-4%	i	6%
39	11%	-3%	-9%	31%
40	5%	-8%	4%	23%

For reference, some entries already given:
item	mol	GLS inh	USP1-UAF1 inh	TrxR1 inh	mIDH1 inhibitor	PI4K2A inh
39	NNC(=O)C1CCN(S(=O)(=O)c2ccc(Cl)cc2)CC1	-8%	-30%	17%	2%	0
40	COc1ccc(Cl)cc1NC(=O)CCN1CCN(c2ccccc2C)CC1	22%	-21%	20%	-2%	-1

item	TrxR1 substrate	Pin1 inhibitor	PGK inhibitor	HP1b chromo inh
39	11%	-3%	-9%	31%
40	5%	-8%	4%	23%
